RGS4 inh = inhibitors of human regulator of G protein signaling 4. 390,000 compounds, 0.039% hits. P49798. AID 504845. Transcreener GDP fluorescence polarization, RGS4-accelerated GTP hydrolysis. Potency, µM (series often up to 114 µM), inactives show at the top dose activity change, negative = inhibition, actives largely listed as inhibitors; also: % is scaled to controls: 0 for no effect and ±100 for the full control effect; nearly all actives have a fitted effect of over 75% in size; some results filed as inactive show a strong effect at the top dose
Target sequence (P49798 whole entry, looked up): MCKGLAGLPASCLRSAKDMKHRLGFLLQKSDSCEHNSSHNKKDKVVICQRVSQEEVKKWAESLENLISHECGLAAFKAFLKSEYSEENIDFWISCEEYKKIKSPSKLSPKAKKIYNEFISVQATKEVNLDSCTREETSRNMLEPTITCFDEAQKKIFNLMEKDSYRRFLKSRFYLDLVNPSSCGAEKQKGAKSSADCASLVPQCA
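MLSMR compounds (23 nl, pin-transferred) preincubated 10 min at room temperature with a 500nM (2x) first reagent, then RGS4 at 900nM (2x) plus Transcreener GDP mix added; fluorescence polarization (620/688 nm) read before and after 90 min at 30 °C.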
12-LOX inh = blocks human arachidonate 12S-lipoxygenase | purified 12hLO, xylenol orange hydroperoxide absorbance | Potency, µM (top dose mostly 108 µM), inactives show top-dose activity change, negative = inhibition, actives largely listed as inhibitors | 580,000 compounds, 1.1% hits | AID 1671190; also: % is scaled to controls: 0 for no effect and ±100 for the full control effect
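Purified human 12hLO (150 nM final) in 25 mM Hepes, 0.01% Triton X-100, pH 7.0 was preincubated 15 min at room temperature with compound. Then 40 uM arachidonic acid was added, 30 min. Hydroperoxide was read by Fe-XO absorbance ratio 573/405 nm.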
JMJD2A Tudor inh = inhibitors of human JMJD2A Tudor domain. AlphaScreen JMJD2A-Tudor / H3K4me3 peptide binding. Potency, µM (titrated, usually from 114 µM), for inactives: at the top dose activity change, negative = inhibition, hits mostly inhibitors. 390,000 compounds, 4.4% hits. AID 504339; also: % is scaled to controls: 0 for no effect and ±100 for the full control effect; nearly all actives have a fitted effect of over 50% in size
PGK inhibitor = inhibitors of T. brucei phosphoglycerate kinase. P07378. AID 602233. 380,000 compounds, 0.043% hits. Potency, µM (top dose mostly 57.5 µM), inactives show top-dose activity change, negative = inhibition, actives largely listed as inhibitors. PGK/GAPDH coupled, Kinase-Glo luminescence, 60 min; also: % is scaled to controls: 0 for no effect and ±100 for the full control effect; nearly all actives have a fitted effect of over 60% in size
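Luminescent ATP detection (Kinase-Glo Plus) follows a 60-minute room-temperature incubation, with wells lacking PGK as controls. Buffer: 100 mM TEA (pH 7.6), 5 mM MgCl2, 0.01% Tween-20. Coupling enzyme GAPDH (100 nM final) supplies unstable 1,3-BPG in-well.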
GLS inh = glutaminase GLS (human) inhibition | O94925 | GLS enzymatic activity, qHTS titration | Potency, µM (doses to about 45.5 µM), inactives show at the highest dose activity change, negative = inhibition, hits mostly inhibitors | 410,000 compounds, 0.21% hits; also: % is scaled to controls: 0 for no effect and ±100 for the full control effect
Target sequence (O94925 whole entry, looked up): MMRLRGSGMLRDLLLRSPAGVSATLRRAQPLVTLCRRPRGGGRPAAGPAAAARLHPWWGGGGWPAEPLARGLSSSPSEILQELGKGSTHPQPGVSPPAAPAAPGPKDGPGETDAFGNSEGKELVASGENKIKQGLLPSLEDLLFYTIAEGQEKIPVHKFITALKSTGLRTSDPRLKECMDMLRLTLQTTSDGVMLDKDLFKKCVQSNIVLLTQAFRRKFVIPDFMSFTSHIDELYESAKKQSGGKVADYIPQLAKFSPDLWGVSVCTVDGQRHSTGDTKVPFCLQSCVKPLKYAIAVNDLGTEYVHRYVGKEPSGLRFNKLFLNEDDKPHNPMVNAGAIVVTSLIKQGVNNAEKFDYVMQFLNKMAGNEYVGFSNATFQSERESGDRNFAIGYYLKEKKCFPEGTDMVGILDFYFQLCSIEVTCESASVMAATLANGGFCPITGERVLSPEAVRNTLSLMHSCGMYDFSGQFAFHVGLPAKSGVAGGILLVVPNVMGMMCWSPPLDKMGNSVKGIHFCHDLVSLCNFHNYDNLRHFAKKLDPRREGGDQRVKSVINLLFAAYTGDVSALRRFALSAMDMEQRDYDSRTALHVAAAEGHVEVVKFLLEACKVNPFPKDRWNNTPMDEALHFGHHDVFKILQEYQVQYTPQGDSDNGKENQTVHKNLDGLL
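Enzyme dispensed in phosphate buffer (45 mM, pH 8.2, 0.02% Tween-20), compounds pinned in, then 1 mM L-glutamine solution and the glutamate oxidase–HRP–Amplex Red mix added; fluorescence read immediately and again after 30 min at room temperature.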
Pin1 inh = human Pin1 inhibition. Pin1 FP peptide displacement, HiFluor488, 10 min. Potency, µM (series often up to 115 µM), for inactives: at the highest dose activity, negative = inhibition, usual class: inhibitors. Q13526. 390,000 compounds, 0.009% hits. AID 504891; active = well fitted inhibition curve with a large enough effect in the polarisation, with a control signal flat, not every such curve was filed as active; inconclusive = small, poorly fitted or top-dose-only effect, or effect the other way, or a change in a side signal; inactive = no such curve, though single readings can be large or run the other way; the % refers to the polarisation; also: % is scaled to controls: 0 for no effect and ±100 for the full control effect
ERG-DNA inh = blocks human ERG Ets domain binding to DNA. Potency, µM (titrated, usually from 76.9 µM), for inactives: at the highest dose FP activity, negative = inhibition, most hits filed as inhibitors. P11308. AID 624246. 370,000 compounds, 0.028% hits. fluorescence polarization, His-ERG Ets domain / labelled DNA; active = well fitted inhibition curve with a large enough effect in the polarisation, with a control signal flat; inconclusive = small, poorly fitted or top-dose-only effect, or effect the other way, or a change in a side signal; inactive = no such curve, though single readings can be large or run the other way; the % refers to the polarisation;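 also: polarization taken with two DNA probes labelled with fluorescein and Texas red; % of control where 0% means no effect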
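His-tagged ERG Ets domain (1 uM in the protein solution; 300mM KCl, 50mM Tris-HCl, 1mM EDTA, 1mM DTT, pH 7.5) received compound, then a probe mix of 5 nM fluorescein-DNA and 100nM Texas-615-DNA. Fluorescence polarization was read for both dyes.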
HP1b binding inh = blocks HP1-beta chromodomain binding to methylated histone tails; P83916; Potency, µM (series often up to 114 µM), for inactives: top-dose activity change, negative = inhibition, usual class: inhibitors; AID 540317; AlphaScreen HP1-beta / biotin-H3K9me3 peptide binding; 390,000 compounds, 0.56% hits; also: nearly all actives have a fitted effect of over 70% in size; inactives centre near 23
Target sequence (P83916 whole entry, looked up): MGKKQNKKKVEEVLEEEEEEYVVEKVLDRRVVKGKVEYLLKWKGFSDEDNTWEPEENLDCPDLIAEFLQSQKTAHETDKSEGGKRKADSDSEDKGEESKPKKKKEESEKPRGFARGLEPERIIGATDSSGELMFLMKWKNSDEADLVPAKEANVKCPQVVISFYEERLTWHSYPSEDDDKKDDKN
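AlphaScreen: HP1-beta (50 nM) preformed 30 min with biotin-H3(1-18)K9me3 peptide (50 nM) in PBS pH 7.4, 0.01% Tween-20. Compound added for 30 min at RT, then streptavidin donor/nickel chelate acceptor beads (10 ug/mL) for 30 min.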
rTrxR1 inhibitor = blocks rat thioredoxin reductase 1; O89049; recombinant rTrxR1, NADPH fluorescence consumption, selenite substrate; Potency, µM (highest dose often 114 µM), for the others: at the top dose activity change, negative = inhibition, hits mostly inhibitors; 390,000 compounds, 1% hits; AID 588453; also: % is scaled to controls: 0 for no effect and ±100 for the full control effect; nearly all actives have a fitted effect of over 65% in size
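Rat TrxR1 (90 nM in the dispensed reagent) was pre-reduced with 400 uM NADPH for 5 min at room temperature, then incubated with compound for 15 min. After 400 uM selenite was added, NADPH fluorescence (Ex 340/Em 450 nm) was followed for 8 min.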
An asterisk follows results filed as active; i = inactive; ? = inconclusive; . = not tested or not shown; [ ] = another dose, or the depositor's remark. Unless noted, calls follow the shape of the dose curve; as a rule, active = well fitted curve in the direction sought with a large enough effect; inconclusive = small, poorly fitted or top-dose-only effect, or another doubt; inactive = no such curve, though single readings can be large; an effect the other way counts as inactive or inconclusive. Potency is read from the fitted curve at half-maximal effect.

No.	RGS4 inh	12-LOX inh	JMJD2A Tudor inh	PGK inhibitor	GLS inh	Pin1 inh	ERG-DNA inh	HP1b binding inh	rTrxR1 inhibitor	canonical_smiles
1	-3%	-3%	-2%	0%	-3%	1%	12%	30%	26%	C=CCNc1nnnc2c1sc1nc(N3CCOCC3)c3c(c12)CCCC3
2	-6%	3%	9%	-2%	1%	2%	-3%	-4%	-18%	O=C(NCCc1ccc(F)cc1)N[C@@H](Cc1ccccc1)C(=O)O
3	?	7%	40µM*	-7%	0%	3%	-6%	-9%	-17%[57.1 µM]	CCCCN(C)C(=O)c1nc2ccccn2c1CN1CCC[C@H]1C(=O)OC
4	?	?	-32%	-2%	24%	-6%	-4%	?	2%	CCC1CC2(C)NC(=O)c3c(sc4c3CC(C)(C)OC4)N2C1=O (stereo unspecified)
5	11%	-16%	-7%	0%	-2%	-3%	-1%	5%	11%	O=C(Nc1ccc(NC(=O)c2ccc([N+](=O)[O-])cc2[N+](=O)[O-])cc1)c1ccco1
6	-14%	0%	2%	i	-5%	23%	0%	38%[activator]	15%	COc1cccc(CNC(=O)C(Cc2ccccc2)NS(=O)(=O)c2ccc3c(c2)oc(=O)n3C)c1 (stereo unspecified)
7	-16%	16%	1%	-6%	-2%	-9%	13%[15.4 µM]	33%[activator]	-9%	COc1cccc(-c2nnc(SCC(=O)NC3CCS(=O)(=O)C3)n2C)c1 (stereo unspecified)
8	-11%	?	5%	-4%	0%	2%	-2%	34%	9%[57.1 µM]	CCOC(=O)c1c(O)c2cc(Cl)ccc2n(CC)c1=O
9	5%	-16%	-18%	i	-3%	4%	-10%	35%	6%	CN1CCN(C(=O)c2cnn(-c3ccccc3)c2C2CCN(C(=O)OC(C)(C)C)CC2)CC1
10	-2%	-3%	-19%	i	0%	-2%	3%	23%	13%	COc1ccccc1CNC(=O)CN1CCC(n2cnc3cc(F)ccc32)CC1
11	-14%	?	-9%	-6%	-11%	2%	13%	38%	13%	O=c1cc(N2CCCCC2)c(-c2ccccc2)nn1Cc1ccc(F)cc1
12	-3%	-1%	1%	-3%	-4%	2%	-3%	25%	32%	O=C(CSc1nnc(C2CC2)n1Cc1ccccc1)NCc1ccccc1
13	23%	1%	-4%	8%	0%	0%	-4%	39%[activator]	2%[57.1 µM]	COCC(=O)Nc1cccc(Br)c1
14	-2%	-7%	-13%	0%	-5%	7%	-9%	36%	2%	COc1cc(CCCN2CCNC[C@@H]2Cc2ccccc2)cc(OC)c1OC
15	4%	?	-19%	-3%	-4%	2%	-2%	3%	23%	CCc1nc(SCC(=O)Nc2ccc(N(C)C)cc2)n[nH]1
16	-3%	3%[57.4 µM]	-10%	i	16%	0%	5%	59%[activator]	15%[57.1 µM]	Oc1ccccc1-c1nnc(COc2ccccc2)o1
17	9%	0%	-7%	i	2%	-2%	2%	34%	20%	Cc1csc2c(=O)n3c(nc12)CCCCC3
18	-8%	-14%	-10%	-1%	5%	-2%	10%	27%	-7%	ON1C(c2ccc(Cl)cc2Cl)N(O)[C@H]2CCCC[C@H]21 (stereo partly specified)
19	-6%	-22%	?	-6%	-4%	9%	-1%	-16%	10%[57.1 µM]	CCNC(=S)N(CCc1c(C)[nH]c2ccc(C)cc12)Cc1cccs1
20	13%	362%[activator]	-19%	6%	6%	38%[activator]	-1%	41%[activator]	7%	Cc1cccc(C)c1NC(=O)c1ccc(-c2ccc(Cl)cc2Cl)o1
21	5%	-1%	-15%	1%	3%	61%[activator]	14%	57%[activator]	-15%[57.1 µM]	COC(=O)c1ccc(C23CC4(C2)[C@H](CN(Cc2ccc(-c5ccccc5)cc2)[C@@H]4c2ccccc2)C3c2ccccc2)cc1 (stereo partly specified)
22	-21%	4%	-23%	i	0%	0%	20%	42%	-10%	C/C(=N\NC(=O)c1ccncc1)c1cccc(NC(=O)c2ccc(C(C)(C)C)cc2)c1
23	22%	?	28%	-3%	1%	2%	-8%	77%[activator]	5%[2.29 µM]	CSc1cccc(NC(=O)OC2CCCCCCCCCCC2)c1
24	14%	18%	-6%	2%	12%	2%	-3%	14%	-5%	CCN(CC)CCn1c2c(c(SCC(=O)Nc3ccccc3Cl)nc1=O)CCC2
25	-7%	-23%	-16%	-11%	0%	-1%	9%	-13%	23%	CCN(CC(=O)Nc1c(F)cccc1F)C(=O)CSc1ccccc1
26	-11%	0%	-11%	3%	-11%	3%	0%	37%	-27%	C#CCOCCOCCOCCNc1nc(N2CCOCC2)nc(N2CCN(C(=O)[C@H](CO)n3cc([C@@H](N)C(C)C)nn3)CC2)n1
27	12%	8%	-12%	1%	4%	-4%	7%	18%	2%[57.1 µM]	CCc1ccc(CNC(=O)Cc2c(C(=O)O)c(C)cn2C)cc1
28	12%	?	?	-17%	-16%	-24%	-2%	9%	?	Cc1occc1-c1nnc(SCC(=O)NCc2ccco2)n1CC(C)C
29	7%	-7%[57.4 µM]	-7%	.	3%	?	-5%	30%[activator]	?	O=C(c1ccco1)c1nnn(Cc2ccccc2)c1-c1ccccc1
30	-14%	0%	-6%	-9%	-4%	5%	11%	58%	-3%[57.1 µM]	COc1ccccc1CNc1nc2nc3c(c(=O)n2[nH]1)CCC3
31	-7%	-22%	-27%	i	5%	-12%	7%	-4%	17%	O=C(CNCCc1ccc(Cl)cc1Cl)NCc1ccco1
32	-28%	65%[activator]	1%	0%	-6%	-2%	11%	42%[activator]	-1%	Cc1ccc(Oc2ccc(Cl)cc2NC(=O)c2cnccn2)cc1
33	-4%	0%	7%	-5%	?	0%	15%	24%	-6%	CC(C)COC(=O)c1ccc(N2C(=O)c3ccccc3C2=O)cc1
34	4%	-3%	-13%	-2%	7%	63%[activator]	9%	34%[activator]	6%[57.1 µM]	CNC[C@H]1Oc2ccc(NC(=O)C3CCCCC3)cc2CC(=O)N([C@H](C)CO)C[C@@H]1C
35	-4%	?	-21%	i	-7%	39%[activator]	8%	11%	6%	CN(C(=O)Cn1cc(S(=O)(=O)Cc2ccccc2Cl)c2ccccc21)c1ccccc1
36	-2%	-1%	0%	2%	10%	-2%	1%	16%	13%	CC(=O)c1cc(CN2CCN(C3CCCCC3)C(CCO)C2)cs1 (stereo unspecified)
37	-23%	-1%	-18%	3%	2%	4%	13%	24%	-5%[57.1 µM]	CCO[C@H]1OC(C(=O)N2CCN(C)CC2)=C[C@@H](c2ccc3c(c2)OCO3)[C@@H]1CCCO
38	-6%	-14%	-22%	-13%	-1%	4%	-6%	37%	6%	COc1cccc(C2=CC(=O)C[C@H](c3ccc(Cl)cc3)C2)c1OC
39	-1%	0%	-15%	-5%	0%	-1%	-6%	6%	-4%	COc1cc(C(=S)N2CCOCC2)ccc1OC(=O)Cc1ccc(F)cc1
40	16%	9%	5%	-6%	12%	0%	-4%	47%[activator]	24%	Cc1ccc(S(=O)(=O)n2c(C)nc3ccccc32)cc1
41	-20%	-8%	-13%	-13%	-7%	?	5%	11%	-2%	COc1ccc(Cl)cc1NC(=O)CSc1sc2c(O)cc(=O)[nH]c2c1C#N
42	-4%	12%	-5%	i	3%	4%	1%	37%	98%[activator]	O=C(NC1CC1)c1ccc2c(c1)N(Cc1ccc(Cl)cc1)CCS2
43	-12%	-12%	-14%	-4%	?	-5%	5%	-12%	?	Fc1ccc(NC(=S)Nc2cccc3cnccc23)cc1

Gathered by group, the entries above containing a thiophene ring, fused or not (six)
No.	RGS4 inh	12-LOX inh	JMJD2A Tudor inh	PGK inhibitor	GLS inh	Pin1 inh	ERG-DNA inh	HP1b binding inh	rTrxR1 inhibitor	canonical_smiles
1	-3%	-3%	-2%	0%	-3%	1%	12%	30%	26%	C=CCNc1nnnc2c1sc1nc(N3CCOCC3)c3c(c12)CCCC3
4	?	?	-32%	-2%	24%	-6%	-4%	?	2%	CCC1CC2(C)NC(=O)c3c(sc4c3CC(C)(C)OC4)N2C1=O (stereo unspecified)
17	9%	0%	-7%	i	2%	-2%	2%	34%	20%	Cc1csc2c(=O)n3c(nc12)CCCCC3
19	-6%	-22%	?	-6%	-4%	9%	-1%	-16%	10%[57.1 µM]	CCNC(=S)N(CCc1c(C)[nH]c2ccc(C)cc12)Cc1cccs1
36	-2%	-1%	0%	2%	10%	-2%	1%	16%	13%	CC(=O)c1cc(CN2CCN(C3CCCCC3)C(CCO)C2)cs1 (stereo unspecified)
41	-20%	-8%	-13%	-13%	-7%	?	5%	11%	-2%	COc1ccc(Cl)cc1NC(=O)CSc1sc2c(O)cc(=O)[nH]c2c1C#N

Sorted by formula weight (falling): part of the list above.
No.	RGS4 inh	12-LOX inh	JMJD2A Tudor inh	PGK inhibitor	GLS inh	Pin1 inh	ERG-DNA inh	HP1b binding inh	rTrxR1 inhibitor	canonical_smiles
34	4%	-3%	-13%	-2%	7%	63%[activator]	9%	34%[activator]	6%[57.1 µM]	CNC[C@H]1Oc2ccc(NC(=O)C3CCCCC3)cc2CC(=O)N([C@H](C)CO)C[C@@H]1C
41	-20%	-8%	-13%	-13%	-7%	?	5%	11%	-2%	COc1ccc(Cl)cc1NC(=O)CSc1sc2c(O)cc(=O)[nH]c2c1C#N
27	12%	8%	-12%	1%	4%	-4%	7%	18%	2%[57.1 µM]	CCc1ccc(CNC(=O)Cc2c(C(=O)O)c(C)cn2C)cc1

Source: PubChem (National Center for Advancing Translational Sciences (NCATS))

This is a subset; rates above refer to the full screens.
